# PDI inh: inhibitors of human PDI, primary screen, biochemical, turbidity, single point, plate reader. PDI insulin aggregation turbidity, A650, 90 min. 0.052% of 350,000 active. inhibition, % at 10 µM. Protein disulfide-isomerase (Homo sapiens), P07237. AID 588391, 2011;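 active = mean inhibition across replicates of 30% or more, whatever share of single replicates reach that level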;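 note: absorbance from insulin aggregation driven by PDI reduction with DTT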
# Target sequence (P07237 whole entry, looked up): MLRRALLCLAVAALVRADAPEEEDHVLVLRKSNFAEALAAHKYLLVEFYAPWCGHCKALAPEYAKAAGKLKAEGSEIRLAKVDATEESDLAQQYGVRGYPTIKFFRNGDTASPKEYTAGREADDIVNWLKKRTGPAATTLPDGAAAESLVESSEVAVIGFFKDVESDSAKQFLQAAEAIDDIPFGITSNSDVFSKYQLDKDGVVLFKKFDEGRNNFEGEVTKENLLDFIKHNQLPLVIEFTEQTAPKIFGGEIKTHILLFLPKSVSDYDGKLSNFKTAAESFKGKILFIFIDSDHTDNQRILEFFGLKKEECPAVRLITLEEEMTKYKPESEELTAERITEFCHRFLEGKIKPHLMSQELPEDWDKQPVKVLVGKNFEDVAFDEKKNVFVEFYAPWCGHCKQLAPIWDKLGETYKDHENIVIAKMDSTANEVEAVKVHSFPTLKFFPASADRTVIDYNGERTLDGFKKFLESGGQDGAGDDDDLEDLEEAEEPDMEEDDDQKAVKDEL
# Vif imaging: HIV Vif self-association inhibitors, primary screen, imaging, HEK293T, single point. AID 602346, 2012. HEK293T cells, Vif self-association by quenched fluorescence, 24 h. inhibition, % at 7.49 µM. 0.35% of 340,000 active; in the data active = inhibition above about 50%, passing the limit was not always enough; note: some results filed as inactive read as strong as hits
# Peg3 prom inh: Peg3 promoter-driven luciferase inhibitors, primary screen, cell-based, HeLa, luciferase luminescence; inhibition, % at 20 µM; HeLa PEG-Prom luciferase reporter, overnight; 1.7% of 360,000 active;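 active = inhibition of at least 50% at 20 µM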
# NR2E3 ag-1: NR2E3 agonists in two-hybrid cells, primary screen, cell-based, luminescence, CHO-S, Gal4-NCOR/VP16-NR2E3; Photoreceptor-specific nuclear receptor (Homo sapiens), Q9Y5X4; luciferase; inhibition of corepressor binding, % at 3.98 µM; 0.35% of 360,000 active; AID 602229, 2012;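 active = inhibition above the mean of all tested compounds plus 3 SD, cut at about 70% in these data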;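 note: 0% = DMSO with NR2E3 transfected cells and 100% = cells lacking NR2E3 construct; higher means lower luciferase signal from less NR2E3 corepressor binding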
# Target sequence (Q9Y5X4 whole entry, looked up, the tested form may be a part): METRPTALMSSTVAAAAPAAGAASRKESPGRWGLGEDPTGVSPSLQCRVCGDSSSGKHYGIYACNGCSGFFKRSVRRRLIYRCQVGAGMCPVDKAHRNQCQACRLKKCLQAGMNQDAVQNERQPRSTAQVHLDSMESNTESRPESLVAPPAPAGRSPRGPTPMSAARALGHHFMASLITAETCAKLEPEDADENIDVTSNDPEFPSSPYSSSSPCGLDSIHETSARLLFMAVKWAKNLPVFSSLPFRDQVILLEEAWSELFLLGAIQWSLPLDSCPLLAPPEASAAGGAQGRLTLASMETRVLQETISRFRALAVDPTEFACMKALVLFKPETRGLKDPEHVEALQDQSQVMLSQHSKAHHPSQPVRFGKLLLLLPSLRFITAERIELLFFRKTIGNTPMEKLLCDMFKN
# aDG glyco act: activators of alpha-DG glycosylation, primary screen, uHTS, Pro5-aDG cells, AlphaScreen | alpha-DG glycosylation AlphaScreen (IIH6); 0% Pro5, 100% B10-LARGE cell signal | activation, % at 10 µM | 0.22% of 360,000 active;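 active = activation of at least 8% versus controls, or a plate z-score of at least 8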;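 note: Pro5 are CHO cells carrying HIG-tagged alpha-DG that lacks glycosylation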
# iPSC survival up: enhancers of single-cell hiPSC survival, primary screen, ATPlite luminescence; 100% = ROCK inhibitor wells, 0% = DMSO; survival enhancement, % at 20 µM; 0.044% of 360,000 active; AID 602274, 2012; in the data active = survival enhancement above about 18%;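 note: cells exposed to compounds for 16 hours before the ATP read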
# TRPM1 prom inh: inhibitors of MITF-dependent TRPM1 promoter reporter, primary screen, cell-based, SK-MEL-5, single point, luciferase. SK-MEL-5 TRPM1 promoter luciferase, 24 h. inhibition, % at 12.5 µM. 0.83% of 330,000 active;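 active = mean inhibition across replicates of 60% or more, whatever share of single replicates reaches that level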; note: values of inactives mirror those of a sister screen read the other way
# HIF-2a block: HIF-2a reporter inhibitors, primary screen, luminescence, 786-0 RCC cells. 786-0 RCC cells HIF-2a reporter, luciferase luminescence, overnight. inhibition, % at 18.8 µM. 0.72% of 360,000 active. AID 624352, 2012;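 active = inhibition of the luminescence signal of 40% or more relative to plate controls, in a single-dose primary screen at 18.75 µM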
# CaV13 ICDI inh: Disruptors of the CACNA1D IQ motif to Ca2+-dependent inactivation inhibitor domain association, primary screening, Förster resonance energy transfer in intact living … | HEK cells, CFP/YFP FRET ICDI-IQ, plate reader, 10 min; percent FRET-ratio fall versus neutral wells | inhibition, % at 12.3 µM | 0.098% of 340,000 active | AID 743397;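 active = mean replicate inhibition of at least 30% and at least 1% of replicates passing that level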;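 note: 0% = median of the neutral control wells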
# Exocytosis inh: LAMP-1 surface exposure blockers, TALL-104 cells – cell-based, flow cytometry, MLPCN library, primary screen. TALL-104 LAMP-1 surface exposure; cells stimulated with thapsigargin and PMA. inhibition, % at 10 µM. 0.66% of 360,000 active. AID 651702, 2012;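 active = inhibition above about 55%, limit read from the data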
# NR2E3 ag-2: inhibitors of NR2E3-RetCOR corepressor binding, primary screen, NR2E3 agonist project, biochemical, TR-FRET, GST-NR2E3, biotin-RetCOR; inhibition of corepressor binding, % at 4.78 µM; Photoreceptor-specific nuclear receptor (Homo sapiens), Q9Y5X4; 0.12% of 320,000 active; AID 2300, 2010; 1536-well;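 active = percent inhibition above the cutoff of mean plus 3 SD of all tested compounds, set per screening campaign, cut at about 20% in these data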;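 note: 0% = DMSO wells and 100% = biotin wells as full block of FRET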
#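 System: GST-NR2E3 and biotin-RetCOR proteins; probe or stimulus: 7 nM biotin-RetCOR; doses: compound at 4.8 µM, single dose; schedule: Compound–protein incubation for 5 h at 4 °C; detection: time-resolved FRET; read-out: percent inhibition; controls: biotin wells as high control, 0.6% DMSO wells as low control; format: 1536-well plates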
# * = called active by the depositor; / = not tested or not shown; + = active, no number.
SMILES	PDI inh	Vif imaging	Peg3 prom inh	NR2E3 ag-1	aDG glyco act	iPSC survival up	TRPM1 prom inh	HIF-2a block	CaV13 ICDI inh	Exocytosis inh	NR2E3 ag-2
Cc1nc2ccc(C(=O)Nc3ccc(N(C)C)cc3)cc2s1	-2	-1	-140	-162	0.0	0.5	-2	33	-5	8	-11
Cc1cc(C)nc(NS(=O)(=O)c2cccs2)c1	-1	-9	13	12	0.0	-2.6	20	10	-3	-3	-2
Cc1ccc(SCC(=O)NNC(=O)CCS(=O)(=O)c2ccc(C)cc2)cc1	-3	3	-5	-21	-0.2	3.5	-2	12	-3	0	/
CCOc1cc(/C=C2/NC(=O)NC2=O)cc([N+](=O)[O-])c1O	-2	2	3	4	-0.7	-0.3	-3	23	-5	1	-16
O=C(CSc1ncccn1)NC1CCCC1	-6	/	-19	-35	-0.2	2.2	/	8	-12	-4	/
CC1CC(C)(C)N(C(=O)NC2CCCCC2)c2ccccc21 (stereo unspecified)	-8	4	6	10	-0.1	1.2	-3	-53	-7	4	-6
CCOC(=O)[C@]12CCC=C1N(Cc1cccc3ccccc13)C(=O)[C@H](CC(=O)N1CCN(C(=O)c3ccco3)CC1)C2	/	/	/	10	0.1	-1.1	/	-21	-5	-4	/
CC1(C(=O)NC2CCCCC2)CCC(=O)N1C1CCN(Cc2ccccc2)CC1 (stereo unspecified)	/	/	4	7	0.1	-1.4	/	9	-10	6	/
CCN(CC)c1ccc(C(=O)Nn2c(C)nc3ccccc3c2=O)cc1	-6	1	6	-32	0.0	1.7	-4	3	-21	-15	1
Cn1ncc(Cl)c1C(=O)Nc1sc2c(c1C(N)=O)CCC2	3	-2	0	17	-0.1	1.6	17	-29	-4	-3	-7
CSc1ccccc1NC(=O)c1ccccc1N(Cc1ccccc1)S(C)(=O)=O	-1	-1	18	-9	0.0	-0.2	13	24	-7	41	-2
Cc1cc(=O)oc2ccc(OC(=O)CN3C(=O)c4cccc([N+](=O)[O-])c4C3=O)cc12	-6	5	0	-25	0.1	0.1	-6	-23	-5	2	-4
Cc1ccc(NC(=O)Nc2cnccn2)cc1Cl	-27	-5	-118	4	-0.3	-0.8	-27	-177	-19	0	-2
CCCCOCCCNC(=O)c1ccccc1OCC	-9	-1	10	2	-0.1	-0.8	-4	11	-8	-2	1
Cc1nc(NC(=O)CN(C)S(=O)(=O)c2ccc(Br)cc2)sc1C	-16	/	12	-4	-0.2	-0.9	5	12	-4	-1	2
CCC(C)[C@H](NC(=O)C1CCN(C(=O)[C@H](Cc2ccccc2)NS(=O)(=O)c2ccc(C)cc2)CC1)C(=O)O (stereo partly specified)	-10	-22	4	-22	-0.1	0.1	5	8	-4	-9	-3
Cc1cc2ccccc2n1CCNC(=O)C(C)Oc1ccccc1 (stereo unspecified)	/	-5	9	-72	0.0	-1.4	1	-5	-5	-3	4
COc1cc(/C=N/n2cc(-c3ccccc3)[nH]c2=S)cc(OC)c1O	0	-1	21	-10	-0.1	-0.6	8	10	2	-2	-1
CCN(CC)c1ncc(C#N)c(N)n1	5	1	-4	-4	-0.1	-0.6	/	10	-9	-1	-1
O=c1oc2ccccc2c(Nc2ccc3ncccc3c2)c1[N+](=O)[O-]	7	-4	15	-9	0.0	5.7	15	-11	0	-2	4

# The closing two entries of the part before open the next one.
SMILES	PDI inh	Vif imaging	Peg3 prom inh	NR2E3 ag-1	aDG glyco act	iPSC survival up	TRPM1 prom inh	HIF-2a block	CaV13 ICDI inh	Exocytosis inh	NR2E3 ag-2
CCN(CC)c1ncc(C#N)c(N)n1	5	1	-4	-4	-0.1	-0.6	/	10	-9	-1	-1
O=c1oc2ccccc2c(Nc2ccc3ncccc3c2)c1[N+](=O)[O-]	7	-4	15	-9	0.0	5.7	15	-11	0	-2	4
Cc1ccc(Cl)c(Cn2cnc3c(cnn3C(C)(C)C)c2=O)c1F	0	-2	-48	27	0.6	3.3	-14	-71	-6	0	-3
CS(=O)(=O)c1ccc(Cl)c(NC(=O)COC(=O)CCN2C(=O)C3CC=CCC3C2=O)c1 (stereo unspecified)	6	-5	17	-3	0.0	-0.5	-6	-1	-6	0	/
O=C(Cc1ccccc1F)Nc1ccc(S(=O)(=O)N2CCCCC2)cc1	0	-10	13	24	-0.1	-0.4	4	19	-9	-5	-1
c1ccc(C2=NCCCO2)cc1	-1	0	6	6	0.2	-0.8	/	8	-5	-2	/
CC(=O)N1c2ccc(S(=O)(=O)N3CCC(C(=O)NCc4ccc(C)cc4)CC3)cc2CC1C (stereo unspecified)	16	8	10	5	0.1	-0.3	8	14	-3	-3	0
O=C(COc1ccccc1)NC1=NCCS1	-1	-6	-143	-95	0.1	-2.6	-60	-133	-3	2	1
O=C(NC1CCCN(Cc2ccccc2F)C1)c1cccc(N2CCCC2=O)c1 (stereo unspecified)	13	/	8	-3	0.4	-0.3	1	12	-9	-4	1
O=C(NCCc1ccc(Cl)cc1)C1(c2ccccc2)CC1	-8	-1	16	-14	0.2	-0.1	1	12	-6	0	2
CC(CC1C(C#N)=C(N)SC(N)=C1C#N)c1ccccc1 (stereo unspecified)	-4	-9	29	14	-0.3	-1.0	2	19	/	-1	6
O=C(CCc1ccccc1)NNC(=O)c1cccc(F)c1	-2	-1	4	4	0.0	3.9	10	-10	-1	3	3
Cc1ccc(CNC(=O)[C@@H](NC(=O)Cc2ccccc2)C(C)C)cc1	-6	-6	8	7	0.0	-0.3	4	10	-5	6	2
Cc1ccn2c(CNCC3OCCc4ccccc43)c(C(=O)N3CCCCCC3)nc2c1 (stereo unspecified)	19	2	-1	-28	0.8	1.8	2	8	-5	-1	0
NC(=O)C1C(c2ccccc2)=C1c1ccccc1	3	-16	12	-3	0.4	1.3	3	-4	-6	-3	-3
Cc1ccccc1OCC(=O)OCC(=O)NCCNC(=O)COC(=O)COc1ccccc1C	-4	-10	-5	-23	-0.2	-0.2	5	10	-4	0	-3
Cc1ccc(/C=N/NC(=O)c2ccc(OC3CCCC3)cc2)o1	-3	-17	-42	-7	0.0	-0.4	0	-40	-6	-8	/
CCNC(=S)Nc1cc(-c2ccc(Cl)cc2)[nH]n1	-5	-5	-172	-44	0.2	-0.4	-8	-225	8	4	-6
COc1ccccc1CC(=O)NCCCc1ccccc1	-4	7	-1	-1	0.1	-0.6	6	3	-19	-1	0
CCSC1=NCCN1C(=O)C(C)(C)Oc1ccc(Cl)cc1	0	-6	-9	10	-0.1	1.1	9	22	-20	1	-3
Cc1ccc(/C=C/C(=O)NC(=S)N2CCN(c3ccc(F)cc3)CC2)cc1	-8	0	-2	-3	-0.1	1.4	-34	4	-5	-1	3
Cc1ccc(NC(=O)c2c3c(nc4ccccc24)CCC3)cc1	0	23	20	-16	0.1	0.2	4	-1	-2	-3	0
Clc1ccc2c(c1)-c1nnc(Br)n1-c1ccccc1S2	-6	-10	25	-7	0.1	-0.4	-8	33	-4	37	3
CCCCCN(C(=O)NC(=O)Nc1ccccc1OC)S(C)(=O)=O	1	/	1	-4	-0.2	1.1	12	-36	-8	-4	1
COCCNC(=S)N/N=C/c1ccc(-c2ccc([N+](=O)[O-])cc2)o1	-4	5	4	-5	0.1	1.6	4	-21	+	3	4
CC1CN(CC(O)COc2ccc(C(=O)c3ccccc3)cc2)CC(C)O1 (stereo unspecified)	6	11	21	-2	-0.2	0.7	-4	-3	-6	1	1
CCN(CC)S(=O)(=O)c1ccc(N2CCCCC2)c(NC(=O)/C=C/c2ccc(OC)c(OC)c2)c1	4	-4	9	-25	-0.4	-1.3	-4	5	-6	-1	-1
CCn1nc(NC(C)=O)c2cc3ccc(C)cc3nc21	-10	-8	19	-8	0.0	-0.5	-4	5	-5	-1	-7
CCN(CC)S(=O)(=O)c1cc(C(=O)NC2CCCCC2)ccc1C	-1	-4	-200	-122	0.5	-2.1	-53	-231	-9	-7	2
O=c1c2ccccc2c(/C=N/n2cnnc2)c(O)n1-c1ccccc1	7	-3	0	-5	-0.3	-0.9	1	3	/	1	4
COc1ccc2c(c1)CC/C(=C\c1ccc(OC)c(Cn3cccn3)c1)C2=O	27	-31	-15	-25	0.4	-2.3	-11	-86	-5	2	3
CCN(CC(=O)Nc1ccc(OC)cc1)CC(=O)Nc1ccc2c(c1)OCO2	2	3	7	-1	0.3	0.4	/	0	-5	3	2
NC(=O)c1ccc(NC(=O)C#Cc2ccccc2)cc1	0	40	58*	-3	-0.2	0.1	7	-10	-5	26	5
COc1ccc(C(=O)N2CCCN(C)CC2)c(OC)c1	-57	15	12	-29	0.0	-0.5	8	23	8	0	/
CCC(=O)c1cccc2c1N=CC1=C(CC(C)(C)CC1=O)N2	-3	-1	0	-7	0.3	0.1	1	-6	-5	-2	-1
COc1cc(C(=O)NC2=C(C#N)CCC2)cc(OC)c1OC	0	0	10	4	-0.3	0.1	-2	14	-19	-1	8
O=C(CCNC(=O)c1ccc(Br)cc1)Nc1nccs1	0	-3	-14	-6	-0.1	-0.1	0	-45	-7	1	-1
CCOC(=O)C1CCCN(C(=O)COc2ccccc2F)C1 (stereo unspecified)	-13	20	12	-13	0.1	-0.1	3	6	-3	-2	4
COc1ccccc1CNC(=O)COC(=O)C1=COCCO1	1	7	9	-2	-0.1	2.5	-4	6	/	-2	3
FC(F)(F)c1ccnc(NCc2ccco2)n1	8	4	-1	-3	-0.2	-0.3	4	23	-21	5	4
CC(C)(C)OC(=O)N1CCC(c2c(C(=O)NC3CC3)cnn2-c2ccccc2)CC1	2	0	21	-9	0.0	-0.1	-6	12	-3	0	1
COC(=O)CNC(=O)C(NC(=O)c1ccc(Cl)cc1)C(C)C (stereo unspecified)	3	8	21	-3	-0.1	1.8	-5	14	-4	-2	1
CCn1c(-c2cc3ccccc3cc2O)n[nH]c1=S	-12	-11	9	15	-0.2	7.5	-4	12	-4	-3	0

# Source: PubChem (several laboratories)

# Outcome played no part in choosing rows, and some 3.5% of all compounds hit somewhere here.
